Tn7 DDE FP: disrupts Tn7 cyclic peptide binding to fibrin D-Dimer-E complex | P02675 | FP displacement of FITC-Tn7 peptide from fibrin DD(E); 0% = median of compound wells per plate | inhibition, % at 8.3 µM | 0.13% of 370,000 active;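 active = inhibition above the mean of compounds falling within the control limits plus 3 SD of them, cut at about 14% in these data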;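 note: 0% = plate median of compound wells and 100% = 10 µM Aha-Tn7 peptide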
Target sequence (P02675 whole entry, looked up): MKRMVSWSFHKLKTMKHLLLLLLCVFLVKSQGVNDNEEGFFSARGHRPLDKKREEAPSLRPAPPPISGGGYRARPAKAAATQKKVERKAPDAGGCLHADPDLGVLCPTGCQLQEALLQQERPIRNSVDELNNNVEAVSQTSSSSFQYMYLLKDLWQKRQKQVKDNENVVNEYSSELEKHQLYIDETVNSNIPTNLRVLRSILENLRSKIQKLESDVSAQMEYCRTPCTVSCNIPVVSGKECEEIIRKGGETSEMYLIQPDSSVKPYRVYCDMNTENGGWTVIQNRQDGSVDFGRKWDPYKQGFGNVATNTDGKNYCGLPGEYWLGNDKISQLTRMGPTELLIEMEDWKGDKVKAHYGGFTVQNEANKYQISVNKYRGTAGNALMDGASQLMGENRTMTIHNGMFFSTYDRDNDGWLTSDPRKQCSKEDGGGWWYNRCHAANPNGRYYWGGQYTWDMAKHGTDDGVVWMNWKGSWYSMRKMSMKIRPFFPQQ
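Assay system: Human fibrin DD(E) protein | Medium: Tris buffer with calcium and detergent, pH 7.8 | Reagent: 0.1 µM fluorescent Tn7 | Compound dosing: Single point at 8.3 µM | Times: 10 min preincubation, 3 h with tracer, room temperature | Detection: Fluorescence polarization of the labelled Tn7 tracer | Controls: Aha-Tn7 high control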
proKLK7 act: activates the human kallikrein-7 zymogen. AID 652039. purified proKLK7, EDANS-DABCYL substrate fluorescence; 100% is mature enzyme control, 0% vehicle. activation, % at 7 µM. P49862. 0.9% of 370,000 active;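 active = activation above the mean of all tested compounds plus 3 SD, computed per campaign excluding outliers beyond control limits, cut at about 13% in these data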
ARFGAP1 inhibitor: inhibits rat ARF GTPase activating protein 1; Arfgap1-stimulated ARF1 GTP hydrolysis, GDP FP detection; AID 651572; Q62848; inhibition, % at 16.5 µM; 0.26% of 360,000 active;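 active = inhibition above a per-plate limit, mean inhibition of low control wells plus 3 SD, cut at about 25% in these data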;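 note: 0% = DMSO wells with enzyme and 100% = wells lacking Arfgap1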
Target sequence (Q62848 1-136 limits assumed): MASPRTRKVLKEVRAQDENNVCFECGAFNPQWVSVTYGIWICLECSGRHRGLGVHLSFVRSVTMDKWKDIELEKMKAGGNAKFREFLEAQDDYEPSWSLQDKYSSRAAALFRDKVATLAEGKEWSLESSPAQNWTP
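Material: rat Arfgap1 GAP domain (His6, aa 1-136), purified enzyme. Also added: human ARF1(Δ1-17)-GTP substrate. Compound dosing: 16.5 µM single point, 1.26% DMSO. Timing: enzyme reaction 120 min at 25 °C after 20 min preincubation. Signal: GDP detection by fluorescence polarization. Read-out basis: percent inhibition of GAP-stimulated GDP formation, scaled between DMSO and no-Arfgap1 medians.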
ADAM17 inh: inhibitors of human ADAM17. P78536. inhibition, % at 6.95 µM. 0.83% of 370,000 active. recombinant ADAM17, EDANS/DABCYL FRET peptide cleavage;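 active = inhibition above the mean of compounds lying between control limits plus 3 SD, set per campaign, cut at about 8.5% in these data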;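 note: 0% = DMSO-only wells as the low control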
UHRF1 MBD2 ctr: blocks human UHRF1 binding to methylated DNA. Q96T88. UHRF1 binding to methylated oligo, TR-FRET. inhibition, % at 4.4 µM. 0.75% of 370,000 active. AID 687016; in the data active = inhibition above about 21%;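 note: UHRF1 SRA domain binding a hemimethylated CpG hairpin DNA probe; 0% = median of test compound wells and 100% = reference inhibitor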
ASAP1 GAP inh: blocks human ASAP1-stimulated Arf1 GTP hydrolysis. 0.19% of 360,000 active. GDP FP detection. inhibition, % at 16.5 µM; in the data active = inhibition above about 25%;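 note: 0% = vehicle with enzyme and substrate and 100% = no enzyme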
Target sequence (Q9ULH1 325-724 limits assumed): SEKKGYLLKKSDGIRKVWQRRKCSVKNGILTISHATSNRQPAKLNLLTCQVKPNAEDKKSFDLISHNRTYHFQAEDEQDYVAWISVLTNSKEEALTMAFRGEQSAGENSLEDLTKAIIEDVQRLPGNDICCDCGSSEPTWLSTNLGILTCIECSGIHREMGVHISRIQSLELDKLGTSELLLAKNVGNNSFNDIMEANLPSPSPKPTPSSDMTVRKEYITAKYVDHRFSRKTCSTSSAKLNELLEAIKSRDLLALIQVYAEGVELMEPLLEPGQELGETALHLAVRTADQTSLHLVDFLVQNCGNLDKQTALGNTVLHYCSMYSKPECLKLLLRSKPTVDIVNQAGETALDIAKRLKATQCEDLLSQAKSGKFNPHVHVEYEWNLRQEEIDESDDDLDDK
MBD2 inh: blocks human MBD2 binding to methylated DNA | Q9UBB5 | TR-FRET, MBD2 binding to methylated oligonucleotide | inhibition, % at 4.4 µM | 0.31% of 370,000 active | AID 686964; in the data active = inhibition above about 13%
PLC-gamma1 inh: PLC-gamma1 (human) inhibition, primary screen. 0.84% of 370,000 active. P19174. purified PLC-gamma1, fluorogenic substrate, fluorescence. inhibition, % at 12.2 µM. AID 720700; in the data active = inhibition above about 9.5%
PLC-beta3 inh: PLC-beta3 (human) inhibition, primary screen; Q01970; Purified PLC-beta3, fluorogenic substrate, fluorescence; inhibition, % at 12.2 µM; 0.18% of 370,000 active; in the data active = inhibition above about 11%;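 note: 0% = median of compound wells on plate and 100% = full blocker control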
DDE Tn6 FP inh: inhibitors of Tn6 peptide binding to human fibrin DD(E); P02675; Fibrin DD(E) TRITC-Tn6 fluorescence polarization displacement; inhibition, % at 8.3 µM; 0.21% of 370,000 active;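 active = inhibition above a per-campaign cutoff: mean of compounds within control limits plus 3 SD, cut at about 15% in these data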;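 note: 0% = median of all compound wells on the plate and 100% = blocking peptide control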
* = called active by the depositor; x = not tested or not shown.

SMILES	Tn7 DDE FP	proKLK7 act	ARFGAP1 inhibitor	ADAM17 inh	UHRF1 MBD2 ctr	ASAP1 GAP inh	MBD2 inh	PLC-gamma1 inh	PLC-beta3 inh	DDE Tn6 FP inh
c1ccc(Nc2ccc3ccccc3c2)cc1	-3	-11	10	-57	1	5	-3	-76	-96	2
COc1ccc(CN2CC=C(c3ccc(F)cc3)CC2)cc1Br	-7	0.0	9	1	1	-2	0	2	-1	9
CC(=O)c1ccc(NC2=NCCCS2)cc1	2	-0.4	-2	-1	-2	5	-4	-1	-3	-4
CC12CN3CCN(C1)CC(C)(C3)C2=NO	0	0.1	-5	-1	0	-4	-5	6	4	-2
CSc1ccc(C(=O)C2CCCN(Cc3cccnc3)C2)cc1 (configuration not stated)	-1	-0.5	2	1	2	-2	-1	0	0	2
COc1cc(N2CCOCC2)ccc1/C=C1\C(=O)NC(=O)N(C2CCCCC2)C1=O	0	0.1	4	-1	-2	0	6	-6	-5	-2
COC(=O)C1=C(c2cc3ccccc3o2)C[C@@H]2CC[C@H]1N2C(=O)NCCO	-3	0.1	0	-1	-4	-5	0	2	0	-5
COC(=O)C1=C(c2ccccc2OCc2ccccc2)C[C@@H]2CC[C@H]1N2C(=O)NCc1ccc(N(C)C)cc1	-8	1.0	6	5	0	7	1	0	-2	-3
C[C@](N)(CCP(=O)(O)O)C(=O)O	6	-0.1	5	-6	0	3	6	1	0	9
Fc1ccc(CNC2CN3CCC2CC3)cc1 (configuration not stated)	-11	-0.6	15	1	4	8	2	6	-4	5
COc1ccc(CN2C(=O)NC(=O)/C(=C\c3ccco3)C2=O)cc1	-6	-0.3	-8	-4	13	6	3	-10	-7	0
CN=C(SCc1cc2c(cc1Cl)OCO2)c1c(O)n(C)c(=O)n(C)c1=O	-3	0.5	14	-5	0	-7	-1	-4	-3	1
C[C@]12CCC3C(C[C@@H](O)[C@H]4C[C@@H](O)CC[C@]34C)C1CC[C@@H]2O (some centres not stated)	0	0.0	1	-5	0	-17	-2	0	-1	0
COc1ccc(-n2nnnc2C(c2cccc3ccccc23)N2CCC3(CC2)C(=O)NCN3c2ccccc2)cc1 (configuration not stated)	-8	0.0	4	9	1	2	-4	3	2	-6
COc1cccc(CNCCc2c[nH]c3ccccc23)c1	-2	0.2	-3	-5	1	-1	-2	3	-5	-2
CCCCn1c(=O)c(C(=O)NCc2ccc(Cl)cc2)c(O)c2ccccc21	6	-0.8	8	0	-1	10	3	-3	-3	5
O=C(/C=C/c1ccc2c(c1)OCO2)c1c(O)n(CCc2ccccc2)c(=O)[nH]c1=O	0	-0.7	-5	-1	-3	-4	2	2	-9	7
CN1CCC2(CC1)CC(NC=O)c1ccccc1O2 (configuration not stated)	3	-0.8	-7	-2	2	4	6	-3	-2	-2
COC(=O)C1=C(c2ccc(C(C)=O)cc2)C[C@@H]2CC[C@H]1N2C(=O)NCCOc1ccccc1Cl	-5	0.3	10	2	3	-13	0	4	2	1
CCOC(=O)C1C(OC(=O)c2ccccc2)CC2CCC1N2C (configuration not stated)	1	-0.1	-6	-2	-1	-11	1	1	1	1

Quoted at random: five records from the list
SMILES	Tn7 DDE FP	proKLK7 act	ARFGAP1 inhibitor	ADAM17 inh	UHRF1 MBD2 ctr	ASAP1 GAP inh	MBD2 inh	PLC-gamma1 inh	PLC-beta3 inh	DDE Tn6 FP inh
CCOC(=O)C1C(OC(=O)c2ccccc2)CC2CCC1N2C (configuration not stated)	1	-0.1	-6	-2	-1	-11	1	1	1	1
CC(=O)c1ccc(NC2=NCCCS2)cc1	2	-0.4	-2	-1	-2	5	-4	-1	-3	-4
CSc1ccc(C(=O)C2CCCN(Cc3cccnc3)C2)cc1 (configuration not stated)	-1	-0.5	2	1	2	-2	-1	0	0	2
COc1ccc(-n2nnnc2C(c2cccc3ccccc23)N2CCC3(CC2)C(=O)NCN3c2ccccc2)cc1 (configuration not stated)	-8	0.0	4	9	1	2	-4	3	2	-6
COc1ccc(CN2C(=O)NC(=O)/C(=C\c3ccco3)C2=O)cc1	-6	-0.3	-8	-4	13	6	3	-10	-7	0

Continuation:
SMILES	Tn7 DDE FP	proKLK7 act	ARFGAP1 inhibitor	ADAM17 inh	UHRF1 MBD2 ctr	ASAP1 GAP inh	MBD2 inh	PLC-gamma1 inh	PLC-beta3 inh	DDE Tn6 FP inh
CCC(=NCc1ccco1)c1c(O)[nH]c(=O)[nH]c1=O	-14	0.3	-1	-3	1	-2	-4	1	-1	-5
Cc1c(N=Cc2c(O)n(Cc3ccccc3)c(=O)[nH]c2=O)c(=O)n(-c2ccccc2)n1C	1	-1.0	-2	4	-4	-3	-3	-8	-9	-2
Cn1c(O)c(C(=O)c2ccccc2Cl)c(=O)n(C)c1=O	-4	-0.8	2	-2	-1	10	-1	3	4	1
COC(=O)c1ccccc1N=Cc1c(O)[nH]c(=S)[nH]c1=O	-3	-0.5	-13	0	-2	-11	-1	-2	-3	1
COCCOC(=O)C1=C(N)Oc2c(c(=O)oc3ccccc23)[C@@]12C(=O)Nc1ccccc12	-2	-0.4	-7	-2	3	-1	-2	3	1	-8
CCOC(=O)C1=CC(=C2C(=O)N(CC)C(=S)N(CC)C2=O)c2ccccc2O1	-1	0.0	3	4	0	-5	4	-22	-25	1
O=C(CNCc1c(F)cccc1F)N1CCC2(CC1)OCCO2	-2	0.0	x	0	-1	x	3	2	6	-7
COc1ccc(S(=O)(=O)NC(CC(=O)N2CCC3(CC2)OCCO3)c2ccco2)cc1 (configuration not stated)	2	-1.0	6	-1	2	14	-1	3	3	-8
COc1cccc(C(c2nnnn2C2CCCCC2)N2CCC3(CC2)C(=O)NCN3c2ccccc2)c1OC (configuration not stated)	0	0.2	-3	4	-4	3	4	4	4	4
Cc1cc(C(=O)O)c(C)n1C1CC1	5	0.1	11	-3	-2	4	-3	-3	-9	5
COc1ccc2c(c1)CC1(CN2C)C(=O)NC(=O)N(CCc2ccccc2)C1=O (configuration not stated)	2	1.2	-1	-2	-5	-2	-7	-17	-27	4
CCOP(=O)(/C=C(\Cl)c1ccccc1)C(O)c1ccc(F)cc1 (configuration not stated)	-1	-0.4	1	-1	-1	-6	-1	3	-3	-4
Cc1oc(-c2ccccc2F)nc1CS(=O)CC(=O)N1CCC2(CC1)OCCO2 (configuration not stated)	1	-0.5	-3	-5	2	6	3	-2	-4	4
C[C@H](CO)N1C[C@H](C)[C@H](CN(C)C(=O)Oc2ccccc2)OCc2cnnn2CCCC1=O	-3	0.0	10	1	-3	3	2	2	0	-1
COC(=O)C1=C(c2ccc(-c3ccccc3)c(F)c2)C[C@@H]2CC[C@H]1N2C(=O)NCCOc1ccccc1	-4	0.1	-4	18*	2	7	-4	10*	2	-3
Cc1c(-c2cccc(Cl)c2)nc2ccccc2c1C(=O)N1CCC2(CC1)OCCO2	-1	0.1	1	-3	0	-9	-2	1	-7	3
C[C@H]1CCC[C@@H](O)CCC/C=C/c2cc(O)cc(O)c2C(=O)O1	-1	-0.3	0	-3	1	-8	2	-6	-11	3
CC1=NCCc2c1[nH]c1ccccc21	-5	6.0	-4	-27	-4	-7	0	-86	-107	-2
O=C(O)c1ccc(/C=C/c2nc3ccccc3c(=O)n2-c2ccc(Br)cc2)cc1	-5	0.7	2	0	1	-7	4	-18	-29	-2
CCOP(=S)(OCC)Oc1nc(Cl)c(Cl)cc1Cl	6	0.1	2	-4	-1	7	3	-1	-2	2

Gathered by group: the compounds so far with bromine.
SMILES	Tn7 DDE FP	proKLK7 act	ARFGAP1 inhibitor	ADAM17 inh	UHRF1 MBD2 ctr	ASAP1 GAP inh	MBD2 inh	PLC-gamma1 inh	PLC-beta3 inh	DDE Tn6 FP inh
COc1ccc(CN2CC=C(c3ccc(F)cc3)CC2)cc1Br	-7	0.0	9	1	1	-2	0	2	-1	9
O=C(O)c1ccc(/C=C/c2nc3ccccc3c(=O)n2-c2ccc(Br)cc2)cc1	-5	0.7	2	0	1	-7	4	-18	-29	-2

More entries:
SMILES	Tn7 DDE FP	proKLK7 act	ARFGAP1 inhibitor	ADAM17 inh	UHRF1 MBD2 ctr	ASAP1 GAP inh	MBD2 inh	PLC-gamma1 inh	PLC-beta3 inh	DDE Tn6 FP inh
CCCC1(CCO)C(=O)NC(=S)NC1=O	0	-0.5	-17	-1	1	-10	2	6	7	-1
CCOC(=O)C(O)(c1ccc(N(CC)C(=O)OC)cc1)C(F)(F)F (configuration not stated)	-6	-0.4	-12	-4	2	-3	5	0	1	3
CC(C)CN1Cc2cc(N3CCCCC3)ccc2-n2nncc2C1	0	1.4	-3	-2	0	8	2	-57	-72	1
O=c1[nH]c2ccccc2n1C1CCN(C(CCc2ccccc2)c2nnnn2-c2ccc3c(c2)OCCO3)CC1 (configuration not stated)	1	0.4	6	0	3	-2	6	-2	-3	2
CC(Cc1cccs1)NCc1ccccc1 (configuration not stated)	1	0.7	-6	0	29*	8	0	1	-5	3
O=C(O)CCn1cc(C=C2C(=O)NC(=S)NC2=O)c(-c2cc3ccccc3oc2=O)n1	2	-0.1	16	-45	3	9	2	-26	-42	8
CCN(CC)C(=O)c1ccc(N(Cc2ccccc2)S(C)(=O)=O)cc1	-3	-0.1	4	-3	0	3	3	2	-7	4
COCCN1C(=O)NC(=O)/C(=C\c2ccc(Br)cc2)C1=O	1	0.3	5	0	2	-1	1	6	-3	9
O=C(c1ccc(CNS(=O)(=O)c2ccccc2)cc1)N1CCC2(CC1)OCCO2	2	0.3	1	-2	-1	-2	3	2	-1	-12
O=C(c1cnn2c(C(F)(F)F)cc(-c3ccccc3)nc12)N1CCC2(CC1)OCCO2	1	-0.3	3	-8	-2	1	0	-33	-40	-6
CN(C)C(=O)Oc1ccc(C(=O)c2ccccc2)cc1	8	-0.5	-8	-3	-4	-7	2	0	2	1
NC(=O)CSP(=O)(c1ccccc1)c1ccccc1	1	1.8	-6	-2	-3	-4	4	3	2	5
Cc1cccc(OP(=O)(Nc2ccc(F)cc2)Oc2cccc(C)c2)c1	6	0.4	7	5	-2	1	-3	1	-3	-6
CCCCCCN1CCN(c2ccc(Cl)cc2)CC1	1	1.1	-4	-2	-1	-4	-1	-1	0	4

Looked up above.
proKLK7 act, `CCCCCCN1CCN(c2ccc(Cl)cc2)CC1` stands at 1.1
proKLK7 act, `O=C(O)CCn1cc(C=C2C(=O)NC(=S)NC2=O)c(-c2cc3ccccc3oc2=O)n1` stands at -0.1

Source: PubChem BioAssay (The Scripps Research Institute Molecular Screening Center)

A portion of the library; rates above refer to the full screens.
